IL1B NFkB pot – enhances IL-1B driven NFkB nuclear translocation. HUVEC IL-1B NFkB p65 nuclear translocation imaging. activation, % at 2 µM. AID 819. actives 0.3% (n = 94,000);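 active = activation above 40%, about the mean plus 3 SD, also judged a hit on visual image review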;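 also: percent activation is computed from the nuclear over cytoplasmic p65 intensity ratio; values of inactives mirror those of a sister screen read the other way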
MRP resist rev – reverses drug resistance mediated by MRP | AID 602 | actives 0.04% (n = 85,000) | differential viability (reversal), % at 10 µM | H69AR cells + 2 uM doxorubicin, CellTiter-Glo, 72 h;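 active = viability drop by adding the cancer drug above about 55%, with treated viability meeting a 40% cutoff, limit read from the data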;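 also: viability without doxorubicin minus viability with 2 µM doxorubicin for each compound; larger differential means the compound sensitizes cells more to doxorubicin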
Bcl-B TR3 displacers – displacers of TR3 peptide from Bcl-B, primary screen, selectivity assay for Bfl-1 inhibitor project, biochemical, fluorescence polarization; FP displacement of FITC-TR3 peptide from Bcl-B; higher % means a stronger effect; one-dose displacement, % at 20 µM; IC50 in µM for titrated hits; actives 0.11% (n = 96,000); AID 748;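 active = displacement above 50% at 20 µM plus a fluorescence interference ratio under 1.5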;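 also: plate controls were wells without compound for no effect and wells lacking Bcl-B protein for full effect; a part of the inactive calls stands beside numbers as strong as those of hits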
PLAP inhibition – inhibition of human placental alkaline phosphatase – biochemical, luminescence, HTS (AID 690); one-dose inhibition, % at 20 µM; IC50 in µM for titrated hits; purified PLAP, luminescent substrate; higher % means a stronger effect; actives 0.08% (n = 96,000); in the data active = a potency from the dose series; inactive = the rest, 99 in 100 with inhibition below about 30%; also: strong numbers were not always called active
IL1B NFkB inh – blocks IL-1B driven NFkB nuclear translocation in HUVEC cells; HUVEC IL-1B NFkB p65 nuclear translocation imaging; inhibition, % at 2 µM; actives 0.43% (n = 94,000);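 active = inhibition above about 30% together with a positive call from visual inspection of the well image, limit read from the data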;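 also: nuclear over cytoplasmic p65 intensity ratio measured by imaging; 0% = IL-1B stimulated DMSO wells and 100% = unstimulated DMSO wells; values of inactives mirror those of a sister screen read the other way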
MRP resist rev cytotoxicity – recorded beside MRP resist rev, whose call it bears; viability, %; H69AR cells, CellTiter-Glo, 72 h; measured here: cytotoxicity without doxorubicin
MRP resist rev with doxorubicin – second read-out of MRP resist rev, no call of its own (marks repeat the call); viability, %; measured here: viability with 2 uM doxorubicin; hits give low values
IL1B NFkB inh cell count 2 µM – also measured in IL1B NFkB inh; calls as there; cell count; measured here: cells passing quality filter;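 raw number of nuclei counted in each imaged well without normalization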
IL1B NFkB pot cell count 2 µM – recorded beside IL1B NFkB pot, whose call it bears; cell count; measured here: cells passing quality filter
* hit, by the source's call; x = no result given.

no.	smiles	IL1B NFkB pot	IL1B NFkB pot cell count 2 µM	MRP resist rev	MRP resist rev cytotoxicity	MRP resist rev with doxorubicin	Bcl-B TR3 displacers	PLAP inhibition	IL1B NFkB inh	IL1B NFkB inh cell count 2 µM
1	O=C(O)CCCNC(=O)c1cncc(O)c1	7	151	x	x	x	-4%	-28%	-8	151
2	COC(=O)c1ccc(OCC(=O)Nc2nn(-c3ccccc3)nc2C(N)=O)cc1	x	x	1	62	60	-8%	11%	x	x
3	COc1ccc(C(CC(=O)O)NS(=O)(=O)c2ccc(C)cc2)cc1OC (configuration not stated)	-2	140	-4	93	97	1%	4%	2	140
4	CCOc1cc(NC(=S)NCC(C)C)c(OCC)cc1NC(=O)c1cccs1	28	160	x	x	x	-2%	10%	-28	160
5	Cc1cnn(-c2cc(N/N=C/c3ccccc3F)ncn2)c1	2	89	x	x	x	-2%	-11%	-2	89
6	COCCSc1ccccc1C(=O)Nc1nccs1	-5	140	10	90	80	-11%	5%	5	140
7	COc1ccc(C)cc1NC(=O)NC1CCN(Cc2ccccc2)CC1	18	128	9	91	82	1%	-38%	-18	128
8	COCC(C)n1c(C)cc(C(=O)COC(=O)c2oc3ccccc3c2C)c1C (configuration not stated)	7	103	0	87	88	6%	-48%	-7	103
9	O=C(CNS(=O)(=O)c1ccc(Br)s1)NCc1ccc2c(c1)OCO2	-18	105	1	91	89	4%	3%	18	105
10	COc1cc(NC(=O)Cc2ccccc2OC)cc(OC)c1	24	113	10	91	82	-8%	19%	-24	113
11	Cc1ccc2c(Cl)c(C(=O)NCCCn3ccnc3)sc2c1	2	159	19	89	70	x	x	-2	159
12	O=C(O)c1ccc(NC(=O)C2(c3ccccc3)CCOCC2)cc1	13	130	6	104	98	-6%	6%	-13	130

One compound at a time (already shown). Screens in order: IL1B NFkB pot, IL1B NFkB pot cell count 2 µM, MRP resist rev, MRP resist rev cytotoxicity, MRP resist rev with doxorubicin, Bcl-B TR3 displacers, PLAP inhibition, IL1B NFkB inh, IL1B NFkB inh cell count 2 µM
`O=C(CNS(=O)(=O)c1ccc(Br)s1)NCc1ccc2c(c1)OCO2` reads -18, 105, 1, 91, 89, 4%, 3%, 18, 105
`O=C(O)CCCNC(=O)c1cncc(O)c1` reads 7, 151, x, x, x, -4%, -28%, -8, 151
`CCOc1cc(NC(=S)NCC(C)C)c(OCC)cc1NC(=O)c1cccs1` reads 28, 160, x, x, x, -2%, 10%, -28, 160
`Cc1ccc2c(Cl)c(C(=O)NCCCn3ccnc3)sc2c1` reads 2, 159, 19, 89, 70, x, x, -2, 159

(list continues)
no.	smiles	IL1B NFkB pot	IL1B NFkB pot cell count 2 µM	MRP resist rev	MRP resist rev cytotoxicity	MRP resist rev with doxorubicin	Bcl-B TR3 displacers	PLAP inhibition	IL1B NFkB inh	IL1B NFkB inh cell count 2 µM
13	CCOC(=O)Nc1ccc(S(=O)(=O)NCCCN2CCOCC2)cc1	11	117	-1	95	96	-6%	3%	-11	117
14	CCn1cc(CN(C)C(=O)CSc2nc(-c3ccco3)cc(C(F)(F)F)n2)c(C)n1	-11	162	x	x	x	x	x	12	162
15	COc1ccc(CCNC(=O)CSCc2ccc(C)cc2)cc1OC	2	115	x	x	x	x	x	-2	115
16	CCOC(=O)C1=C(C)N=c2s/c(=C/c3ccco3)c(=O)n2C1c1cccc(OC)c1 (configuration not stated)	-2	203	-3	90	93	-13%	-41%	2	203
17	CCn1c(C(O)c2ccc(C)cc2)nc2ccccc21 (configuration not stated)	x	x	-4	84	89	-10%	2%	x	x
18	CCOC(=O)Cn1nnnc1CN(Cc1ccc(OC)cc1)Cc1cc2cc(C)cc(C)c2[nH]c1=O	29	137	2	78	76	1%	11%	-29	137
19	COCc1nnc(NC(=O)c2ccc(S(=O)(=O)N(C)c3ccccc3)cc2)o1	20	55	-12	40	53	-2%	-53%	-20	55
20	CCOc1ccc(NS(=O)(=O)c2ccc3[nH]cc(C(=O)NC(C)CC)c(=O)c3c2)cc1 (configuration not stated)	-4	150	22	98	76	8%	x	4	150
21	O=C(CNC(=O)c1ccco1)NCCCc1ccccc1	21	126	12	91	80	-4%	-16%	-21	126
22	CCOC(=O)c1sc(=S)n(-c2ccc3c(c2)OCO3)c1N	6	108	9	94	85	5%	10%	-6	108
23	CCOc1ccc2nc(SCC(=O)c3ccc(Cl)s3)sc2c1	11	198	8	92	84	-8%	22%	-11	198
24	Cc1nn(CC(O)COc2ccc3c(c2)CCC3)c(C)c1Br (configuration not stated)	2	158	4	90	86	-1%	3%	-2	158
25	CC(C)C(=O)Nc1ccc2c(c1)nc(CCN1CCN(C)CC1)n2C	7	142	8	107	99	10%	-2%	-7	142
26	Cc1cccc(NC(=O)c2cccc(N3C(=O)C4C5CCC(C5)C4C3=O)c2)c1C (configuration not stated)	2	190	x	x	x	-1%	-15%	-2	190
27	COc1ccc(Cn2c(CCC(=O)NCc3ccco3)nc3cccnc32)cc1	6	106	3	100	97	1%	-1%	-6	106
28	COc1ccc(NC(=O)CSc2nc3c(cc2C#N)CN(C)CC3)cc1	x	x	7	89	82	11%	8%	x	x
29	CC(Sc1ccsc1[N+](=O)[O-])C(=O)NCCc1ccc(Cl)cc1 (configuration not stated)	20	156	30	99	69	-5%	19%	-20	156
30	O=C(CN1C(=O)CCSc2ccccc21)Nc1cccc(F)c1	x	x	x	x	x	-10%	6%	x	x
31	N#Cc1ccc(NC(=O)c2nc(-c3ccccc3)n(-c3ccccc3)n2)cc1	-3	181	-4	72	75	0%	9%	3	181
32	CCCc1nnc(SCc2ccc(C(=O)OC)o2)n1N	2	103	56	98	42	1%	-4%	-2	103
33	O=c1c2ccccc2sn1-c1ccc(S(=O)(=O)N2CCCC2)cc1	x	x	x	x	x	-12%	-14%	x	x
34	COc1ccc(Cn2c(-c3ccco3)nc3oc4ccccc4c(=O)c3c2=O)cc1	-2	97	-14	29	42	-10%	17%	2	97
35	O=C(NS(=O)(=O)c1ccccc1)c1ccccc1F	-7	182	1	94	92	-4%	13%	7	182
36	CCn1c(=O)cc(O)c2c(=O)n(C)c(=O)n(C)c21	-5	123	-9	104	113	0%	-12%	5	123

3 compounds already listed, sorted by the number in IL1B NFkB pot cell count 2 µM, descending.
item | canonical_smiles | IL1B NFkB pot cell count 2 µM
16 | CCOC(=O)C1=C(C)N=c2s/c(=C/c3ccco3)c(=O)n2C1c1cccc(OC)c1 (configuration not stated) | 203
6 | COCCSc1ccccc1C(=O)Nc1nccs1 | 140
21 | O=C(CNC(=O)c1ccco1)NCCCc1ccccc1 | 126

(more compounds)
no.	smiles	IL1B NFkB pot	IL1B NFkB pot cell count 2 µM	MRP resist rev	MRP resist rev cytotoxicity	MRP resist rev with doxorubicin	Bcl-B TR3 displacers	PLAP inhibition	IL1B NFkB inh	IL1B NFkB inh cell count 2 µM
37	CCCCC(=O)Nc1ccc(C(=O)Nc2nc(CC(=O)OCC)cs2)cc1	13	73	12	82	70	-2%	9%	-13	73
38	Cn1c(CNC2CCCCC2)c(C#N)c2ccccc21	-1	168	-14	86	100	-8%	14%	1	168
39	Clc1cccc(Cl)c1COn1nnc2ccccc21	-2	85	-29	35	64	-8%	19%	2	85
40	O=Cc1ccc(OC(=O)C2CC(=O)N(c3ccc(F)cc3)C2)cc1 (configuration not stated)	10	149	2	89	87	1%	-2%	-10	149
41	COc1ccc(NC2SC(=O)N(CC(=O)O)C2=O)cc1 (configuration not stated)	2	212	-7	88	95	2%	3%	-2	212
42	Cc1cccc(-c2nnc(N)s2)c1	-3	63	3	101	99	3%	9%	3	63
43	CCCS(=O)(=O)N1CCC(C(=O)NC2CCCC(C)C2C)CC1 (configuration not stated)	46*	135*	x	x	x	2%	-3%	-46	135
44	O=S(=O)(NCCSc1ccccc1)c1ccc2c(c1)OCCO2	14	87	12	102	90	-1%	43%	-14	87
45	CN(C(=O)Cn1nnc(-c2cccc(C(F)(F)F)c2)n1)C1CCCCC1	7	138	2	78	76	-6%	-6%	-7	138
46	Cc1cc(C)c(S(=O)(=O)n2ccc(-c3ccc(OCCN(C)c4ccccn4)cc3)n2)c(C)c1	2	164	x	x	x	-1%	-4%	-2	164
47	O=C(Nc1ccc(CN2CCCCC2)cc1)c1ccc2c(c1)OCO2	-3	119	-7	91	98	-4%	20%	3	119
48	N#CC1(c2ccccc2)CCCN1C(=O)c1ccc(Br)o1 (configuration not stated)	2	184	5	92	87	8%	2%	-2	184
49	CNC(=O)CN(C)S(=O)(=O)c1ccc(OC)c(Cl)c1	3	114	8	106	98	-4%	19%	-3	114
50	CC(=O)N1CCc2c(sc(NC(=O)c3ccc(S(=O)(=O)N(C)C)cc3)c2C#N)C1	16	83	4	85	81	x	x	-16	83
51	O=C1C2ON(c3ccc(Cl)cc3)C(c3ccco3)C2C(=O)N1c1ccccc1 (configuration not stated)	11	174	-8	80	87	-6%	-37%	-11	174
52	CCOc1ccc(CC(=O)Nc2ccc(S(=O)(=O)Nc3cc(C)on3)cc2)cc1OCC	36	112	-8	94	102	1%	-13%	-36	112
53	Cc1ccc(-n2c(C)cc(/C([O-])=C(/C(=S)Nc3ccc(F)c(Cl)c3)[n+]3ccccc3)c2C)cc1	7	154	x	x	x	-3%	-64%	-6	154
54	Cc1ccc(OCC(=O)NNC(=O)C2CCN(c3nccc(C)n3)CC2)cc1	-1	134	x	x	x	6%	-153%	1	134
55	O=C(Nc1ccc(-c2nc3ccccc3[nH]2)cc1)C1CCCO1 (configuration not stated)	-7	155	0	51	50	-6%	-11%	7	155
56	CCOC(=O)c1c(C)[nH]c(C(=O)OC/C(O)=C(\C#N)c2nc3ccccc3[nH]2)c1C	-4	68	-15	57	73	-24%	-105%	4	68
57	Cc1ccc(S(=O)(=O)NCCC(=O)Nc2nnc(C)s2)cc1	29	153	5	99	94	-6%	-33%	-29	153
58	O=C(c1ccco1)N1CCN(C(=O)c2ccc(Cn3cc(Br)cn3)o2)CC1	19	78	14	98	84	2%	-13%	-19	78
59	O=C(Nc1ccc(Cl)cc1)C1CC=CCC1C(=O)OCC(F)(F)C(F)F (configuration not stated)	3	113	6	94	89	1%	-32%	-4	113
60	O=C(CN1C(=O)c2ccccc2S1(=O)=O)c1ccccc1	0	101	0	100	100	-2%	-5%	0	101
61	CCCn1c(/N=C/c2ccccc2O)nc2ccccc21	5	137	-3	91	94	-1%	-13%	-6	137
62	COC(=O)c1cc2sc(Cl)cc2n1CC(=O)Nc1cccc(SC)c1	10	90	-4	69	73	-16%	-4%	-10	90
63	C(=N/N1CCN(c2ccccc2)CC1)/c1cccs1	4	133	x	x	x	-2%	5%	-4	133
64	c1ccc(Nc2nc(-c3ccncc3)cs2)cc1	-1	88	22	95	72	x	x	1	88
65	O=S(=O)(N=S(N1CCCCC1)N1CCCCC1)c1ccccc1	7	216	26	91	65	18%	11%	-7	216
66	CN(C)c1nc(SCc2ccc(Cl)cc2)nc2c1CCCC2	6	140	x	x	x	0%	4%	-6	140

Screens as filed in PubChem BioAssay.

These rows are one share of the data. The share of hits here may be higher or lower than overall.
